From PubChem BioAssay
ADAM17 inh = ADAM17 inhibitors, primary screen, biochemical, QFRET; recombinant ADAM17, EDANS/DABCYL FRET peptide cleavage; inhibition, % at 6.95 µM; hit rate 0.83% among 370,000;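 active means inhibition above the mean of compounds lying between control limits plus 3 SD, set per campaign, cut at about 8.5% in these data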;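 further: 0% = DMSO-only wells as the low control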
PLCg1 inh = PLC-gamma1 enzyme inhibitors, primary screen, biochemical, fluorescence, purified enzyme. AID 720700, 2013. hit rate 0.84% among 370,000. 1-phosphatidylinositol 4,5-bisphosphate phosphodiesterase gamma-1 (Homo sapiens), P19174. fluorogenic substrate. inhibition, % at 12.2 µM; in the data active means inhibition above about 9.5%
Tn7 DDE FP = inhibitors of Tn7 peptide binding to fibrin DD(E), primary screen, biochemical, fluorescence polarization, human fibrin, Tn7 probe; Fibrinogen beta chain (Homo sapiens), P02675; FP displacement of FITC-Tn7 peptide from fibrin DD(E); 0% = median of compound wells per plate; hit rate 0.13% among 370,000; AID 720508, 2013; inhibition, % at 8.3 µM;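 active means inhibition above the mean of compounds falling within the control limits plus 3 SD of them, cut at about 14% in these data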;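 further: 0% = plate median of compound wells and 100% = 10 µM Aha-Tn7 peptide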
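Assay system: Human clot-derived fibrin DD(E) complex | Buffer or medium: Tris/NaCl/CaCl2 buffer, pH 7.8 | Repeats: One replicate per compound | Benchmarks: Aha-Tn7 high control | Measure: % inhibition scaled between sample-field median and high-control FP | Schedule: 10 min plus 3 h, room temperature | Signal: Fluorescence polarization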
KLK7 zymogen act = proKLK7 zymogen activators, primary screen, biochemical, fluorescence intensity. hit rate 0.9% among 370,000. purified proKLK7, EDANS-DABCYL substrate fluorescence; 100% is mature enzyme control, 0% vehicle. activation, % at 7 µM;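 active means activation above the mean of all tested compounds plus 3 SD, computed per campaign excluding outliers beyond control limits, cut at about 13% in these data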
Target sequence (P49862 whole entry, looked up): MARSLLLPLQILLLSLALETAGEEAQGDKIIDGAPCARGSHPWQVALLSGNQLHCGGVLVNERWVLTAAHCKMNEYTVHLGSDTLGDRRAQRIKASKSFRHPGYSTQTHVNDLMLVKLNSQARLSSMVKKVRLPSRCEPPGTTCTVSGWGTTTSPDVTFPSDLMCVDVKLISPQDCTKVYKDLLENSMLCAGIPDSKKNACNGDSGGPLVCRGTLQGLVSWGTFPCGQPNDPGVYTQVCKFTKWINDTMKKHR
ARFGAP1 inh = inhibitors of rat ARFGAP1 GAP activity, primary screen, biochemical, fluorescence polarization, GDP tracer. hit rate 0.26% among 360,000. inhibition, % at 16.5 µM. ADP-ribosylation factor GTPase-activating protein 1 (Rattus norvegicus), Q62848. Arfgap1-stimulated ARF1 GTP hydrolysis, GDP FP detection;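 active means inhibition above a per-plate limit, mean inhibition of low control wells plus 3 SD, cut at about 25% in these data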;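 further: 0% = DMSO wells with enzyme and 100% = wells lacking Arfgap1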
Target sequence (Q62848 1-136 limits assumed): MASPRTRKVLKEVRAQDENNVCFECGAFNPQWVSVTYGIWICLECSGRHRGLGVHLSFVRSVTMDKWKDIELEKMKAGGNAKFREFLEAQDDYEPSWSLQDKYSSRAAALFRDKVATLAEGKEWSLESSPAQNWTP
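Material: truncated rat Arfgap1 GAP domain; Incubation: compound-enzyme preincubation 20 min, reaction 120 min, detection 60 min, 25 °C; Read-out: percent inhibition of Arfgap1-stimulated GTP hydrolysis; Technique: FP, GDP Alexa 633 tracer displaced from anti-GDP antibody, 620/688 nm; Controls: No-Arfgap1 wells (100%) versus DMSO full-reaction wells (0%); Replication: single well per compound.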
LEDGF integ inh = blockers of LEDGF/p75-dependent integrase strand transfer – biochemical, TR-FRET, high throughput, primary screen; TR-FRET IN-LEDGF/p75 DNA integration, Eu/Cy5; inhibition, % at 3.7 µM; hit rate 0.64% among 370,000; AID 743269, 2014;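 active means inhibition above the screen-wide mean plus 3 SD, cut at about 13% in these data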;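 further: signal is the Cy5 over europium emission ratio at 671 and 618 nm; 0% = plate median of compound wells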
Tn6 DDE FP = inhibitors of Tn6 peptide binding to fibrin DD(E), primary screen, biochemical, fluorescence polarization, human fibrin, Tn6 probe | Fibrinogen beta chain (Homo sapiens), P02675 | Fibrin DD(E) TRITC-Tn6 fluorescence polarization displacement | inhibition, % at 8.3 µM | hit rate 0.21% among 370,000;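 active means inhibition above a per-campaign cutoff: mean of compounds within control limits plus 3 SD, cut at about 15% in these data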;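 further: 0% = median of all compound wells on the plate and 100% = blocking peptide control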
ASAP1 GAP inh = inhibitors of human ASAP1 ArfGAP activity, primary screen, biochemical, fluorescence polarization | AID 624377, 2012 | hit rate 0.19% among 360,000 | ASAP1-stimulated ARF1 GTP hydrolysis, GDP FP detection | Arf-GAP with SH3 domain, ANK repeat and PH domain-containing protein 1 (Homo sapiens), … | inhibition, % at 16.5 µM; in the data active means inhibition above about 25%;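 further: 0% = vehicle with enzyme and substrate and 100% = no enzyme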
ADAM10 inh = human ADAM10 inhibitors, primary screen, biochemical, QFRET, HTS | Disintegrin and metalloproteinase domain-containing protein 10 (Homo sapiens), O14672 | recombinant ADAM10, EDANS/DABCYL FRET peptide cleavage, 3 h | inhibition, % at 7 µM | hit rate 0.62% among 370,000 | AID 720582, 2013;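 active means inhibition above a per-campaign cutoff equal to the mean of compounds falling between control-based bounds plus 3 SD, cut at about 20% in these data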;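 further: 0% = DMSO wells while the 100% control is not disclosed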
Target sequence (O14672 214-748 limits assumed): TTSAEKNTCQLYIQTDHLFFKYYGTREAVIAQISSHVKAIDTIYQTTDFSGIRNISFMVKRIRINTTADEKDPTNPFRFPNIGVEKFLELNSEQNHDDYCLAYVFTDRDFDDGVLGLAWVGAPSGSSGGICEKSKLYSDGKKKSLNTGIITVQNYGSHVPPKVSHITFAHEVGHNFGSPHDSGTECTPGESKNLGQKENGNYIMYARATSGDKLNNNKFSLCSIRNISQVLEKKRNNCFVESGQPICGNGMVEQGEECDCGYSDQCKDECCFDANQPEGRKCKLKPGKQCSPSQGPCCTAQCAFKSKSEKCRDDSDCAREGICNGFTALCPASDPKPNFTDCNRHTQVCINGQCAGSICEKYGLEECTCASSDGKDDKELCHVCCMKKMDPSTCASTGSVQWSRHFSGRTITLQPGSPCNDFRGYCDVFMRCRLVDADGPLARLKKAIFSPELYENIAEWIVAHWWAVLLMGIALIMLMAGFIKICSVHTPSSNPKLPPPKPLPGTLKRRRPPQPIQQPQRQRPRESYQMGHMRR
TDP2 absorb = human TDP2 enzyme inhibitors, primary screen, biochemical, epi absorbance, recombinant enzyme | Tyrosyl-DNA phosphodiesterase 2 (Homo sapiens), O95551 | T5PNP hydrolysis, p-nitrophenol absorbance 415 nm | inhibition, % at 12.8 µM | hit rate 0.34% among 370,000 | AID 720702, 2013;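 active means inhibition above the mean of all tested compounds plus 3 SD, set per campaign, cut at about 25% in these data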;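 further: 0% = DMSO with enzyme and 100% = buffer with substrate but no TDP2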
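Test system: human TDP2 enzyme; Input: 120 nM TDP2 per well; Buffer or medium: Mg2+-containing Tris-HCl buffer, pH 7.5; Reagent: 5 mM T5PNP; Dosing: 12.8 µM single point, 1% DMSO; Incubation: reaction 2 h, 37 °C; Detection: p-Nitrophenol epi absorbance; Read-out: % inhibition relative to enzyme-containing and enzyme-free wells; Replicates: single well per compound.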
Starred values were filed as active, the others as inactive; nt = no result given.

Sample of the layout (ten entries):
SMILES	ADAM17 inh	PLCg1 inh	Tn7 DDE FP	KLK7 zymogen act	ARFGAP1 inh	LEDGF integ inh	Tn6 DDE FP	ASAP1 GAP inh	ADAM10 inh	TDP2 absorb
CC(C)(C)C(O)CN1CCCC1 (centres undefined)	2	2	0	-0.1	1	6	7	3	6	14
COC(=O)C(NC(=O)c1ccco1)(Nc1cc(C)ccn1)C(F)(F)F (centres undefined)	1	6	-7	0.4	-4	3	-2	-1	8	-12
COC(=O)Nc1ccc(S(=O)(=O)Nc2ccc(O)cc2)cc1	2	1	-6	0.4	-1	-2	-1	8	-4	3
CCOC(=O)c1sc(N/N=C/c2cccc(C)c2)nc1C	-7	-85	3	-1.2	1	0	6	-5	-9	-2
CC(C)c1ccc(NC(=O)C2CCCCN2S(=O)(=O)c2ccccc2)cc1 (centres undefined)	8	4	2	-0.5	16	-3	-7	1	3	-9
COc1ccc2[nH]c(CN3CCC(CO)(CCOc4ccccc4)CC3)c(C)c2c1	-7	-20	1	1.0	6	3	2	2	-10	-2
CC(C)CC(=O)Nc1ccc(OCC(=O)O)cc1	-3	2	7	0.2	-13	1	-6	-9	-3	9
C[C@H](CO)N1C[C@H](C)[C@@H](CN(C)Cc2ccc(C(=O)O)cc2)Oc2c(cccc2N(C)C)C1=O	-1	-2	-1	0.5	-1	0	1	-4	-9	3
Clc1ccc(Oc2ncnc3oc(-c4ccccc4)cc23)cc1	-3	0	0	0.5	-6	2	5	20	-5	0
O=C(COc1cccnc1[N+](=O)[O-])NCCc1ccccc1	1	2	-2	0.2	13	7	-4	-1	2	5

Main list, from the start:
SMILES	ADAM17 inh	PLCg1 inh	Tn7 DDE FP	KLK7 zymogen act	ARFGAP1 inh	LEDGF integ inh	Tn6 DDE FP	ASAP1 GAP inh	ADAM10 inh	TDP2 absorb
CC(C)(C)C(O)CN1CCCC1 (centres undefined)	2	2	0	-0.1	1	6	7	3	6	14
COC(=O)C(NC(=O)c1ccco1)(Nc1cc(C)ccn1)C(F)(F)F (centres undefined)	1	6	-7	0.4	-4	3	-2	-1	8	-12
COC(=O)Nc1ccc(S(=O)(=O)Nc2ccc(O)cc2)cc1	2	1	-6	0.4	-1	-2	-1	8	-4	3
CCOC(=O)c1sc(N/N=C/c2cccc(C)c2)nc1C	-7	-85	3	-1.2	1	0	6	-5	-9	-2
CC(C)c1ccc(NC(=O)C2CCCCN2S(=O)(=O)c2ccccc2)cc1 (centres undefined)	8	4	2	-0.5	16	-3	-7	1	3	-9
COc1ccc2[nH]c(CN3CCC(CO)(CCOc4ccccc4)CC3)c(C)c2c1	-7	-20	1	1.0	6	3	2	2	-10	-2
CC(C)CC(=O)Nc1ccc(OCC(=O)O)cc1	-3	2	7	0.2	-13	1	-6	-9	-3	9
C[C@H](CO)N1C[C@H](C)[C@@H](CN(C)Cc2ccc(C(=O)O)cc2)Oc2c(cccc2N(C)C)C1=O	-1	-2	-1	0.5	-1	0	1	-4	-9	3
Clc1ccc(Oc2ncnc3oc(-c4ccccc4)cc23)cc1	-3	0	0	0.5	-6	2	5	20	-5	0
O=C(COc1cccnc1[N+](=O)[O-])NCCc1ccccc1	1	2	-2	0.2	13	7	-4	-1	2	5
Cc1ccc(OCc2nc(-c3ccccc3)no2)c(C)c1	-4	1	9	-0.2	10	-1	7	-2	-10	4
Cc1ccc(S(=O)(=O)CC(=O)Nc2nc3ccc(S(N)(=O)=O)cc3s2)cc1	4	0	0	-1.1	3	0	-2	-3	0	-1
C=CCN1C=CC(=O)[C@@H](O)[C@H]1c1ccccc1Br	-3	-4	-2	0.3	9	-2	-5	1	-10	6
O=C(c1[nH]c(C(F)(F)F)nc1-c1ccccc1)N1CCc2ccccc2C1	2	0	-10	0.8	8	1	6	-10	-5	-8
O=C(NC1CCCCC1)N(Cc1nc2ccccc2c(=O)[nH]1)C1CCCC1	-2	5	2	-2.0	-11	-2	3	3	-6	-5
O=C(Cc1ccc([N+](=O)[O-])cc1)N1CCN(c2ccc([N+](=O)[O-])cc2)CC1	3	1	1	0.1	-8	-5	5	12	2	3
CCOc1cc(/C=N/NC(=O)c2cccs2)ccc1OC(=O)N1CCOCC1	-3	-2	4	0.1	-2	1	-4	16	-6	5
CC(=O)c1c(COC(=O)c2ccccc2Cl)nc2ccccc2[n+]1[O-]	-1	1	6	-0.2	4	0	1	-1	-1	11
COc1ccc(C(=O)N2CCN(CCCc3ccccc3)CC2)cc1OC	-1	1	1	-0.6	-3	0	7	-7	-2	22
Cc1ccc(S(=O)(=O)N(C)CC(=O)NC2CC(C)(C)NC(C)(C)C2)cc1	-3	3	-6	-0.7	0	0	-3	-21	-1	-5
CCCN1CCN(CCCNC(=S)Nc2ccc(OC)cc2)CC1	-1	0	-6	0.2	-3	0	-3	-7	3	-5
CC(C)N1CCN(Cc2cccn2-c2ccccn2)CC1CCO (centres undefined)	0	-1	0	0.2	0	0	-2	-9	-2	-7
O=C(CSc1ncc(-c2ccc(F)cc2)[nH]1)Nc1cccc(O)c1	-2	0	2	-0.6	11	-3	-7	17	0	6
COc1ccc(C(=O)N2CCc3ccc(NC(=O)c4ccccn4)cc3C2)cc1F	3	1	3	-0.3	7	1	-7	-9	1	-16
O=C(NCc1c[nH]c2ccccc12)c1ccccc1	-4	0	-6	0.2	-4	-4	-1	-5	-5	-1
C[C@@H]1CN([C@H](C)CO)C(=O)c2c(c3ccccc3n2C)-c2ccccc2CO[C@H]1CN(C)C(=O)c1cc(Cl)cc(Cl)c1	-7	-3	2	-0.8	-4	-2	-3	7	-6	6
Clc1nc(Nc2ccccc2)nc(Nc2ccccc2)n1	-1	0	8	0.1	10	1	-5	16	5	-4
Cc1nn(-c2ccccc2)c(C)c1NC(=O)COC(=O)CCCOc1ccccc1	-13	2	-2	0.4	10	-7	2	14	-5	-8
COC(CNC(=O)C(=O)Nc1cc2c3c(c1)CC(=O)N3CCC2)OC	-4	0	-2	0.2	2	3	4	4	0	2
COCCNC(=O)c1noc2c1CCc1cc(OC)ccc1-2	-11	-5	2	-0.5	-1	5	-5	5	-32	-8
CC(C)(C)NC(=O)c1cc2c(ccc3ccccc32)oc1=O	-130	-72	8	-1.5	3	1	-3	-8	-350	3
CCCNC(=O)c1cnc(Sc2ncc(C(F)(F)F)cc2Cl)n1C	-1	4	-1	0.3	1	0	-7	-2	-6	9
CCC[C@H]1[C@@H](NC(=O)C(c2ccccc2)c2ccccc2)CC[C@@]23CCCN2C(=O)CCC[C@@H]13	0	0	-4	nt	nt	3	-1	nt	0	10
CCOc1ccc(C2C(C(=O)O)CCC(=O)N2C2CCCCC2)cc1 (centres undefined)	0	1	2	-0.7	11	2	3	-1	8	8
O=C(Cn1c(-c2ccccc2)noc1=O)Nc1ccc(S(=O)(=O)N2CCOCC2)cc1	0	1	-4	-0.6	6	2	-3	5	7	-3
CC(=O)c1sc(NC(=O)CCN2C(=O)c3ccccc3C2=O)nc1C	-4	-2	4	-0.1	-2	2	14	-7	-1	6
C[C@@H]1CN([C@@H](C)CO)C(=O)CCCn2nncc2CO[C@H]1CN(C)C(=O)Nc1ccc(-c2cccs2)cc1	0	-18	3	1.1	-4	3	1	0	-21	-9
CCN(CC(=O)Nc1c(F)cccc1F)C(=O)CN1c2cccc3cccc(c23)S1(=O)=O	-66	-272	1	3.4	14	0	-5	0	-187	10
CC1=C(C(=O)Nc2cccc(C(=O)NCC(C)c3ccccc3)c2)SCCO1 (centres undefined)	3	8	2	-0.3	21	3	6	0	11	-6
C=CCn1c(C#N)c(N)sc1=N	-14	-18	-1	-0.3	-1	-1	2	-9	-34	1
CCN(c1ccccc1)S(=O)(=O)c1cc(CN2C(=O)c3cccnc3C2=O)ccc1OC	1	2	-2	0.6	-6	4	3	-7	-1	-9
CCCOC(=O)Nc1sc2c(c1C(=O)OCC)CCC2	2	2	-4	0.1	-3	5	-6	-5	-3	3
COC(=O)c1ccc(Cl)c(NC(C)=O)c1	-5	0	3	0.5	-5	1	-7	-4	-8	-7
C[C@H](CO)N1C[C@H](C)[C@@H](CN(C)C(=O)NC2CCCCC2)Oc2ccc(NS(C)(=O)=O)cc2C1=O	-5	-2	3	0.3	-11	-1	9	-4	-2	9
O=C(COC(=O)c1cccs1)Nc1ccccc1C(F)(F)F	6	0	-9	-0.2	-10	2	6	10	-2	-6
CCN(CC)c1nc(Oc2ccc(C(=O)OC)cc2)nc(N2CCOCC2)n1	-1	-4	-3	-0.5	2	-2	-1	1	5	-3
O=C(O)C1CCCCC1C(=O)Nc1ccc(-c2ccccc2)cc1 (centres undefined)	0	0	-7	-0.1	-7	-1	-4	-1	0	-7
